Compound activity from PubChem.
N-glyco inh – blocks N-linked glycosylation in D54 reporter cells. D54 ERlucT glycosylation luciferase reporter, 24 h; percent of 100 nM tunicamycin response. reporter increase, % at 12.5 µM. actives 0.23% (n = 360,000);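 active = mean luciferase reporter signal, scaled so untreated is 0 and the glycosylation-blocking control 100, at or above a set limit in every replicate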;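 also: luciferase carries N-glycosylation sites so blocking glycosylation raises the light; 0% = median of neutral control wells and 100% = median of 100 nM tunicamycin wells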
ABCB6 inh MLPCN – blocks the human ABCB6 transporter; Q9NP58; K562-ABCB6 porphyrin accumulation, flow cytometry, 1 h; stronger effect = lower value; fluorescence ratio to DMSO, % at 10 µM; actives 0.19% (n = 360,000); AID 602162;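 active = fluorescence ratio to DMSO below 75%, the collection mean minus 3 SD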;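 also: signal is porphyrin accumulated inside mitochondria; 100% equals median channel fluorescence of DMSO control wells; lower ratio means ABCB6 inhibition with less porphyrin fluorescence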
Exocytosis inh – blocks lytic granule exocytosis; TALL-104 LAMP-1 surface exposure, flow cytometry; cells stimulated with thapsigargin and PMA; inhibition, % at 10 µM; actives 0.66% (n = 360,000); AID 651702;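 active = inhibition above about 55%, limit read from the data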
NOD2-RIPK2 inh – NOD2-RIPK2 protein interaction inhibition; CHO BLA complementation NOD2-RIPK2, CCF4 ratio; inhibition, % at 4.98 µM; actives 0.38% (n = 360,000); in the data active = inhibition above about 21%;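 also: 0% = vehicle only and 100% = reference blocker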
Vif inh – inhibitors of HIV Vif; inhibition, % at 7.49 µM; HEK293T cells, Vif self-association by quenched fluorescence, imaging, 24 h; actives 0.35% (n = 340,000); AID 602346; in the data active = inhibition above about 50%, passing the limit was not always enough; also: some results filed as inactive read as strong as hits
MC4R antagonist – human MC4R antagonism in cAMP assay; MC4R-expressing cells, MTII-stimulated cAMP, LANCE TR-FRET; AID 540295; P32245; inhibition, % at 6.5 µM; actives 0.48% (n = 360,000);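 active = inhibition above its plate's cutoff, the mean of tested wells on that plate plus 3 SD, cut at about 29% in these data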;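 also: 0% = Melanotan II alone and 100% = Melanotan II plus saturating MCL0020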
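System – human MC4R-expressing U2OS cells · Also added – Melanotan II · Dosing – one concentration, 6.5 µM nominal · Timing – 30-min compound, 1-h challenge, 1-h detection, room temperature · Measured by – Eu-cAMP/anti-cAMP TR-FRET, emission 671 nm · Replicates – singlicate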
ABHD5-PLIN5 inh – ABHD5-PLIN5 protein interaction inhibition | actives 0.78% (n = 360,000) | Q00G26+Q8WTS1 | Split G. princeps luciferase complementation, luminescence, 4 h | inhibition, % at 4 µM;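 active = inhibition above the mean inhibition across every tested compound plus 3 SD, cut at about 22% in these data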;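 also: 0% = DMSO only wells and the 100% control is not disclosed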
Target sequence (Q00G26 whole entry, looked up): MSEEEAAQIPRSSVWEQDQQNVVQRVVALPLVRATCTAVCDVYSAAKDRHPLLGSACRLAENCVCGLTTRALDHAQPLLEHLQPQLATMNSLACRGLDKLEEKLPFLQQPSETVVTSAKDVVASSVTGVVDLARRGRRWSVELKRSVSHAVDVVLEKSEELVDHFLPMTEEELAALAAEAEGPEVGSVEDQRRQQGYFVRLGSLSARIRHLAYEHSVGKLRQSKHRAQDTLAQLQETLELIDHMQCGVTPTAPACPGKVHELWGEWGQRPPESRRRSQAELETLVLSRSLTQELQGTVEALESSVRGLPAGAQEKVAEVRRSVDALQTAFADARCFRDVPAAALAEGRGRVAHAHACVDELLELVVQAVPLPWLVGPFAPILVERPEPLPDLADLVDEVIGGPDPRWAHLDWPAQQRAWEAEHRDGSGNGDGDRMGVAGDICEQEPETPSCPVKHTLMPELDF
Target sequence (Q8WTS1 whole entry, looked up): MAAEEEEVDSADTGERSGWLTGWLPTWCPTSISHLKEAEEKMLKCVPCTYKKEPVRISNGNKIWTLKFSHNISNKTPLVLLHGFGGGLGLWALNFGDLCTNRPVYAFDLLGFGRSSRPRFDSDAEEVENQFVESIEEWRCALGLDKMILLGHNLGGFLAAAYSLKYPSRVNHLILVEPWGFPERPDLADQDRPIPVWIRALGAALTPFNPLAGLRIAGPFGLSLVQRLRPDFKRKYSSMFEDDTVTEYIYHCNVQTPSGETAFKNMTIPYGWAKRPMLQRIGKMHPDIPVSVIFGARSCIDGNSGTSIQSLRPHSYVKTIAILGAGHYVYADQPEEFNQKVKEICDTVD
aDG glyco up – alpha-DG glycosylation activation; actives 0.22% (n = 360,000); activation, % at 10 µM; Pro5-aDG cells, alpha-DG glycosylation AlphaScreen (IIH6); 0% Pro5, 100% B10-LARGE cell signal; AID 624168;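 active = activation of at least 8% versus controls, or a plate z-score of at least 8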;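 also: Pro5 are CHO cells carrying HIG-tagged alpha-DG that lacks glycosylation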
MC4R barr agon – agonists of human melanocortin 4 receptor (MC4R) beta-arrestin. P32245. U2OS MC4R beta-arrestin complementation, luminescence; percent of melanotan II response, DMSO zero. activation, % at 8.9 µM. actives 0.98% (n = 360,000);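 active = activation above a per-plate cutoff, the mean activation of sample wells on that plate plus 3 SD, cut at about 8% in these data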
TLR9-MyD88 block – inhibitors of human TLR9-MyD88 binding | Q9NR96+Q99836 | CHO BLA complementation TLR9-MyD88, CCF4 FRET ratio | inhibition, % at 4.98 µM | actives 0.21% (n = 340,000) | AID 504734;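 active = inhibition above the mean over all tested compounds plus 3 SD, cut at about 21% in these data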;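 also: 0% = DMSO only wells and 100% = clavulanate BLA inhibitor control wells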
Numbers without * were called inactive; . = not tested or not shown. Only part of the results is shown; rates above refer to the full screens.

SMILES	N-glyco inh	ABCB6 inh MLPCN	Exocytosis inh	NOD2-RIPK2 inh	Vif inh	MC4R antagonist	ABHD5-PLIN5 inh	aDG glyco up	MC4R barr agon	TLR9-MyD88 block
Cc1cc(-c2nnc(SCC(=O)Nc3ccc(S(N)(=O)=O)cc3)n2N)n[nH]1	1	99	-3	0	17	3	-3	-0.1	-1.8	-9
CCc1ccc(C(O)(c2ccccc2OC)C(CN2CCOCC2)c2ccccc2)cc1 (stereo unspecified)	-5	95	-3	-3	-3	1	2	0.1	-2.3	-7
N#CC1(NC(=O)COC(=O)c2cccc(-n3cnnn3)c2)CCCCC1	0	100	-6	2	9	0	-3	-0.1	-0.4	-8
CCCC1(CCC)NC(=O)N(CC(=O)Nc2ccc(Cl)c(S(=O)(=O)N3CCOCC3)c2)C1=O	0	97	15	-16	-11	4	-2	0.0	-1.2	-12
CCCC(=O)N/C(N)=N/c1nc2ccccc2o1	-6	102	-4	-11	0	15	7	-0.2	-2.6	-11
CC(/C=C\c1ccccc1)=C/C(=O)O	2	98	0	2	-4	0	-2	-0.2	0.0	-3
CC(CNC(=O)c1ccccc1Cl)NC(=O)c1ccccc1Cl (stereo unspecified)	2	99	4	1	-1	3	1	0.1	0.2	.
CCn1c(=O)c(C(=O)CN(C)Cc2ccc(F)cc2)c(N)n(Cc2ccccc2)c1=O	-5	92	-2	-6	-4	1	7	0.2	1.4	-4
Cc1cccc(C(=O)NC2CCN(CC(=O)Nc3ccc4c(c3)OCO4)CC2)c1	0	95	2	0	14	-1	5	-0.3	-1.1	-11
O=c1nc(N2CCOCC2)ccn1-c1nc(-c2ccccc2)oc1-c1ccccc1	-1	98	0	1	-5	9	-4	-0.1	2.4	0
c1ccc(-c2ccccc2-c2nc(-c3ccncc3)no2)cc1	-2	95	44	0	7	-1	-4	1.0	0.3	-4
Cc1nc(Cl)c2oc3ccccc3c2n1	3	94	0	-2	-2	28	6	1.2	-1.8	5
NC(=O)c1ccsc1NC(=O)COc1ccccc1	-1	101	-2	-2	-3	14	-3	0.0	-2.6	2
CCCCn1c(-c2ccco2)nc2ccccc2c1=O	0	96	-2	-8	-6	1	-4	0.3	-1.0	-4
Cc1nc2sc3c(c2c2nnc(SCC(=O)NCc4ccco4)n12)CCCC3	1	93	-8	0	0	-22	-2	-0.1	-1.2	1
CC1=CC(C)(C)Nc2ccc(C)cc21	1	103	1	6	10	9	-2	-0.2	-2.5	1
CC(C)c1c(C(=O)N/N=C/c2ccc(Cl)cc2Cl)nnn1-c1nonc1N	9	98	5	-3	-7	2	15	-0.1	-1.6	-2
COc1cccc(C(CNc2ccc(S(=O)(=O)N3CCN(C)CC3)cc2[N+](=O)[O-])N(C)C)c1 (stereo unspecified)	-1	100	7	-14	0	10	-2	-0.5	-2.9	-2
Clc1cccc(-c2ccc3nccn3c2)c1Cl	-2	101	11	1	-11	-10	13	-0.2	-0.5	.
CCCN(Cc1nc(-c2ccc(Cl)cc2)no1)CC1CCCO1 (stereo unspecified)	0	98	-3	-4	-5	23	2	0.1	1.9	-7
Cc1cccc(Nc2c(O)nc[nH]c2=O)c1	1	99	-8	-15	-2	-2	-8	-0.1	-1.3	-7
COc1ccc(S(=O)(=O)N2CCN(C(=O)NC3CCCCC3)CC2)cc1	2	102	-4	-4	5	10	-2	0.6	-0.6	-14
CCCC1(C(=O)OCC)NC(c2ccc(N(C)C)cc2)C2C(=O)N(c3ccc(OCC)cc3)C(=O)C21 (stereo unspecified)	1	97	2	-8	-6	7	5	0.1	0.9	3
O=C(C1=C(O)C(=O)N(CCc2ccccc2)C1c1cccs1)c1ccco1 (stereo unspecified)	3	96	0	-5	4	-4	0	-0.2	1.1	4
O=C(CSc1ccc(Cl)cc1)N/N=C/c1ccc([N+](=O)[O-])o1	15	101	30	4	1	9	1	3.2*	-2.8	-2
Cc1cc(C)c(OCC(=O)OC(C)C(=O)NCc2ccccc2)c(C)c1 (stereo unspecified)	2	98	-5	-5	-7	3	1	0.3	1.1	5
CCc1nnc(NC(=O)C2Cc3ccccc3CN2S(=O)(=O)c2c(C)c(C)cc(C)c2C)s1 (stereo unspecified)	-2	91	1	3	-7	6	-3	0.1	4.3	7
CCc1cc2cc(C)ccc2nc1SCC(=O)N1CCN(C(=O)c2ccco2)CC1	-2	92	-2	9	-7	5	6	0.2	0.9	-13
N/C(=N\OC(=O)Cc1ccccc1)c1ccc(Br)cc1	0	98	-5	-6	0	0	-4	-0.1	-1.3	1
CCC(NC(=O)c1cc(COc2cncc(Cl)c2)on1)c1ccncc1 (stereo unspecified)	-4	101	1	7	-4	4	-13	0.1	-0.9	2
CCOc1ccc(OCC)c(NC(=O)CNS(=O)(=O)c2cccs2)c1	-1	97	-2	0	8	4	-1	0.2	-1.8	2
COc1ccc(C=O)c(OCc2cn(CC(=O)c3ccc(O)cc3)nn2)c1	0	99	-8	-4	-5	1	0	0.0	-3.7	-18
C/C(=N\Nc1nccnc1Cl)c1ccc(O)c(C)c1	0	103	1	-5	-4	12	14	-0.2	-0.1	-5
COC(=O)c1ccc(CSc2ccccc2NC(=S)Nc2cccc(C(F)(F)F)c2)o1	2	97	-5	1	22	-5	-10	0.1	-0.3	-5
CN(Cc1ccon1)C(=O)CCc1nnc(CCCCc2ccccc2)o1	-1	93	1	-2	-3	28	4	0.3	2.3	-1
COc1ccc(N=C(C)C2=C(O)CSC2=O)cc1	-2	97	-4	-20	-16	4	-4	-0.1	-0.9	-8
Cc1cccc(C)c1OCC(=O)Nc1cccc(-c2nnc(-c3ccccc3)o2)c1	0	105	3	-5	-3	17	-2	-0.2	0.2	0
Cc1ccc(NC(=O)COc2ccc(-n3cnnn3)cc2)cc1C	-5	90	5	-4	2	-2	-3	0.1	-0.1	-5
CCCCNC(=O)c1nc(C2CCN(S(=O)(=O)c3ccc(OC(F)(F)F)cc3)CC2)oc1-c1ccccc1	.	.	-2	-10	.	.	-1	0.5	.	.
CC(=O)c1cc(C)ccc1OC(=O)CN1C(=O)c2ccccc2C1=O	1	102	7	-10	35	-3	3	-0.1	-0.8	4
CN(CCc1ccccc1)C(CCc1ccccc1)C(=O)Nc1ccc2c(c1)OCCO2 (stereo unspecified)	0	93	3	1	.	.	-10	-0.2	.	.
CCOC(=O)Nc1ccc(C)cc1Br	2	95	0	-8	.	-6	-2	0.0	-0.9	-14
Cc1nnc(NC(=O)c2ccc3c(c2)C(=O)N(CCC(C)C)C3=O)s1	3	91	0	4	38	11	0	0.1	-1.7	12
Cn1c(CSc2nc3ccccc3s2)n[nH]c1=S	0	93	0	8	3	6	-4	0.0	-3.3	3
COc1ccccc1-n1nc(C(=O)Nc2ccc3c(c2)OCO3)c2ccccc2c1=O	1	97	-3	13	15	5	7	0.0	0.5	12
COc1cc(NC(=O)c2ccnnc2)cc(C(=O)Nc2cccc(C(F)(F)F)c2)c1	2	89	-8	-6	11	8	3	0.0	-1.3	-5
O=C(CSc1nnc(Nc2ccccc2)s1)Nc1cccc(S(=O)(=O)N2CCCCC2)c1	-4	98	0	-4	-4	9	5	0.3	-1.9	10
CCc1ccc(NC(=O)CSc2nnc(CNC(=O)c3cccs3)o2)cc1	1	93	-8	2	0	-5	1	-0.1	-0.2	-3
COc1cc(/C=C/C(=O)Nc2ccncc2)cc(OC)c1OC	3	100	18	-11	0	12	0	-0.2	-1.0	-11
CN1C(=O)c2ccccc2C(O)c2ccccc21 (stereo unspecified)	1	93	0	-5	-2	0	-3	0.0	-0.9	8
More compounds follow.
SMILES	N-glyco inh	ABCB6 inh MLPCN	Exocytosis inh	NOD2-RIPK2 inh	Vif inh	MC4R antagonist	ABHD5-PLIN5 inh	aDG glyco up	MC4R barr agon	TLR9-MyD88 block
CC(C)NC(=O)CSc1nnc(-c2ccc(F)cc2)c2ccccc12	1	93	-3	-5	-4	-1	2	0.6	-2.8	-4
Cc1c(Cl)c([N+](=O)[O-])nn1CCCC(=O)Nc1c(Cl)cccc1Cl	-2	100	-2	-2	-5	12	4	0.0	-0.2	-2
Cc1nn(-c2ccccc2)c(Cl)c1C(=O)OCC(=O)N(C)c1c(N)n(Cc2ccccc2)c(=O)[nH]c1=O	0	99	7	-8	.	28	-4	0.1	-2.1	-5
CC(=O)c1sc(NC(=O)c2ccccc2C)nc1C	6	96	-2	3	-10	12	-2	0.2	-1.8	4
C[C@@H]1CN([C@@H](C)CO)C(=O)CCCn2nncc2CO[C@H]1CN(C)Cc1ccncc1	1	107	3	-2	-1	6	-6	-0.2	-1.4	-4
CC(NC(=O)Nc1ccccc1F)C(C)(C)C (stereo unspecified)	-2	105	-2	-5	14	19	2	-0.2	0.0	-6
Cc1cc([N+](=O)[O-])ccc1N(C)C	-1	95	1	-5	1	-2	3	-0.1	-2.1	0
COc1ccc(C(=O)/C=C/Nc2cc(C)on2)c(OC)c1	2	95	0	1	-6	7	5	0.0	-0.9	-6
C/C(=N\NC(=O)COc1ccc(C(C)(C)C)cc1)c1ccccc1	-1	103	3	1	2	7	1	-0.1	0.6	-5
COCCNC(=O)c1nn2cccnc2c1Cl	2	100	1	5	-2	16	-1	-0.1	-1.2	1
Cc1cc(C)c2c(CN(Cc3ccccc3)Cc3ccccc3)cc(=O)oc2c1	-12	92	0	0	.	.	-9	-0.2	.	.
N/C(Cc1cccs1)=N\OC(=O)COc1ccc(Br)cc1	1	105	-4	1	-3	10	-14	0.2	1.6	1
CC(c1ccco1)N(C(=O)COc1ccc(Cl)cc1)c1ccccn1 (stereo unspecified)	-5	95	2	-9	.	8	4	-0.1	0.5	2
COc1ccc(N(C(=O)c2ccccc2OC)C2C=CS(=O)(=O)C2)c(OC)c1 (stereo unspecified)	-2	101	-2	-9	3	11	0	0.0	2.9	-13
CN1CCN(C(=O)C2CCN(c3ncnc4c3nc3n4CCCCC3)CC2)CC1	1	99	-17	6	-4	18	-2	-0.1	2.2	-15
CCOc1ccc(C(=O)NCCCN2CCOCC2)cc1OCC	1	102	-2	1	9	-3	0	-0.1	-1.7	0
C/C(=N\NC(=O)c1cc(C)nc2ccccc12)c1cccs1	2	93	-3	8	-2	-5	2	-0.1	-2.7	-5
Cc1nc2ccc(NC(=O)/C=C/C(=O)O)cc2nc1C	-3	99	7	7	3	0	4	0.1	-0.8	7
C=CCNC(=O)c1oc2ccc(S(=O)(=O)N3CCC4(CC3)OCCO4)cc2c1C	-3	94	-3	5	6	14	0	0.2	-1.1	1
